High-throughput results (PubChem BioAssay)
Granule exo inh – lytic granule exocytosis inhibition; AID 651702; hit rate 0.66% among 360,000; inhibition, % at 10 µM; TALL-104 LAMP-1 surface exposure, flow cytometry; cells stimulated with thapsigargin and PMA;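 active means inhibition above about 55%, limit read from the data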
H9c2 protect – modulators protecting cardiomyocytes from myocardial damage; protection from H2O2 cell death, % at 20 µM; AID 588492; H9c2 cardiomyocytes, H2O2 injury protection, ATPLite, 2 h; hit rate 0.63% among 360,000;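 active means compounds giving at least 50% protection of heart cells from peroxide-induced death in the single-dose screen, raw or plate-pattern-corrected value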;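 further: 0% = DMSO wells with peroxide and 100% = DMSO wells without peroxide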
ABCB6 inh 2 – inhibitors of human ABC transporter ABCB6 | fluorescence ratio to DMSO, % at 10 µM | Q9NP58 | AID 602162 | K562-ABCB6 porphyrin accumulation, flow cytometry, 1 h; active compounds read low | hit rate 0.19% among 360,000;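 active means fluorescence ratio to DMSO below 75%, the collection mean minus 3 SD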;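 further: signal is porphyrin accumulated inside mitochondria; 100% equals median channel fluorescence of DMSO control wells; lower ratio means ABCB6 inhibition with less porphyrin fluorescence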
ABHD5-PLIN5 inh – inhibitors of human ABHD5-perilipin-5 interaction; Q00G26+Q8WTS1; Split G. princeps luciferase complementation, luminescence, 4 h; inhibition, % at 4 µM; hit rate 0.78% among 360,000; AID 602281;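 active means inhibition above the mean inhibition across every tested compound plus 3 SD, cut at about 22% in these data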;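 further: 0% = DMSO only wells and the 100% control is not disclosed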
m5-HT2A agonist – agonists of mouse serotonin 5-HT2A receptor (HTR2A); activation, % at 7.6 µM; hit rate 0.66% among 360,000; CHO-K1 mHTR2A beta-arrestin complementation, luminescence; percent of 30 µM serotonin response;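 active means activation above a run cutoff, the mean activation of all tested compounds plus 3 SD, cut at about 14% in these data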;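 further: 0% = plate median of compound wells and 100% = 30 µM serotonin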
CaV13 FRET inh – Primary screen for inhibitors of IQ motif and Ca2+-dependent inactivation inhibitor domain binding in CACNA1D, Förster resonance energy transfer in living cells, …. HEK cells, CFP/YFP FRET ICDI-IQ, plate reader, 10 min; percent FRET-ratio fall versus neutral wells. inhibition, % at 12.3 µM. hit rate 0.098% among 340,000. AID 743397;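 active means mean replicate inhibition of at least 30% and at least 1% of replicates passing that level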;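 further: 0% = median of the neutral control wells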
MC4R barr agon – human MC4R agonism via beta-arrestin. P32245. U2OS MC4R beta-arrestin complementation, luminescence; percent of melanotan II response, DMSO zero. activation, % at 8.9 µM. hit rate 0.98% among 360,000. AID 540308;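 active means activation above a per-plate cutoff, the mean activation of sample wells on that plate plus 3 SD, cut at about 8% in these data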
Target sequence (P32245 whole entry, looked up): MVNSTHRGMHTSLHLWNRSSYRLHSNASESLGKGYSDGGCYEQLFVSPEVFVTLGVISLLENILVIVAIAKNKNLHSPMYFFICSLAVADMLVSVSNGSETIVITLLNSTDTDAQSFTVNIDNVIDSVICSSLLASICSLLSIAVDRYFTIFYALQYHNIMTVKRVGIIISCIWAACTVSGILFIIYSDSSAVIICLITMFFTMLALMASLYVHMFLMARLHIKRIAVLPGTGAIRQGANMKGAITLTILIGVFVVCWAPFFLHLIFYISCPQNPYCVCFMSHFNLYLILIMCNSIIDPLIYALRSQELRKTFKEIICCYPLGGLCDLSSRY
PDI inh – blocks human protein disulfide isomerase activity | P07237 | PDI insulin aggregation turbidity, A650, 90 min | hit rate 0.052% among 350,000 | inhibition, % at 10 µM;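 active means mean inhibition across replicates of 30% or more, whatever share of single replicates reach that level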;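 further: absorbance from insulin aggregation driven by PDI reduction with DTT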
Target sequence (P07237 whole entry, looked up): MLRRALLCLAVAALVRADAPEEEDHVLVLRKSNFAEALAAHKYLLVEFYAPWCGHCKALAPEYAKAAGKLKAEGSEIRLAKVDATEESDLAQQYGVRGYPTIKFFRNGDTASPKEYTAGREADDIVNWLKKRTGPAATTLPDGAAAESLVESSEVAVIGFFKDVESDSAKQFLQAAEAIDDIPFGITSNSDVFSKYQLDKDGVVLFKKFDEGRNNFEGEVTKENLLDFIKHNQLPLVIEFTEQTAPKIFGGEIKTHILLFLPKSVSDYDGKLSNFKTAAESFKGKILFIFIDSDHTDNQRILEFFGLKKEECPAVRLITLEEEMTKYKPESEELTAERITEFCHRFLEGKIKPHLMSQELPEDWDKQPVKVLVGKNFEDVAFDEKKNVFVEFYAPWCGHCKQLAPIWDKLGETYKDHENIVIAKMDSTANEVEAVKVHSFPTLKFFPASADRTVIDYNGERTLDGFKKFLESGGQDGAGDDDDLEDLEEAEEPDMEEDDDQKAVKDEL
Glyco luc inh – N-linked glycosylation inhibition; D54 ERlucT glycosylation luciferase reporter, 24 h; percent of 100 nM tunicamycin response; reporter increase, % at 12.5 µM; hit rate 0.23% among 360,000; AID 588692;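 active means mean luciferase reporter signal, scaled so untreated is 0 and the glycosylation-blocking control 100, at or above a set limit in every replicate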;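 further: luciferase carries N-glycosylation sites so blocking glycosylation raises the light; 0% = median of neutral control wells and 100% = median of 100 nM tunicamycin wells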
MC4R antag cAMP – human MC4R antagonism in cAMP assay; P32245; MC4R-expressing cells, MTII-stimulated cAMP, LANCE TR-FRET; inhibition, % at 6.5 µM; hit rate 0.48% among 360,000; AID 540295;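 active means inhibition above its plate's cutoff, the mean of tested wells on that plate plus 3 SD, cut at about 29% in these data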;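 further: 0% = Melanotan II alone and 100% = Melanotan II plus saturating MCL0020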
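Assay system: U2OS-MC4R stable cell line; Also added: Melanotan II; Technique: Eu-cAMP/anti-cAMP TR-FRET, emission 671 nm; Times: 30-min compound, 1-h challenge, 1-h detection, room temperature.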
* hit, by the source's call; x = no result given.

Results follow in this order: Granule exo inh	H9c2 protect	ABCB6 inh 2	ABHD5-PLIN5 inh	m5-HT2A agonist	CaV13 FRET inh	MC4R barr agon	PDI inh	Glyco luc inh	MC4R antag cAMP
CN(C)c1cc[n+](CC(=O)Nc2ccc(Cl)c([N+](=O)[O-])c2)cc1
    -3	6	100	1	-7	-4	-1.3	13	3	6
COc1ccc(C(=O)N/C(=C\c2ccc(Cl)cc2)C(=O)NCCN2CCOCC2)cc1
    -3	0	96	-1	5	-4	-1.0	1	2	7
Cc1nc(SCC(=O)Nc2c(C)n(C)n(-c3ccccc3)c2=O)[nH]c(=O)c1C
    -3	2	97	0	-4	-13	-2.5	6	3	1
Cc1ccc(NC(=O)N(CCCN2CCOCC2)Cc2cccs2)cc1C
    -4	4	97	11	-9	-5	0.5	-9	-3	-3
O=[N+]([O-])c1nn(-c2cccc(Cl)c2)n(O)c1=NCc1cccnc1
    -2	-7	97	2	-2	-3	-0.5	-6	3	-5
Cc1cccc(N2CCN(S(=O)(=O)c3c(C(=O)N4CCCCC4)c(C)n(C)c3C)CC2)c1C
    2	14	95	2	-4	-4	-2.5	1	-3	5
CCCOc1ccc2[nH]c(C(=O)N/N=C/c3cc(OC)c(OC)c(OC)c3)cc2c1
    4	59*	103	-5	-5	-11	-0.3	6	3	8
CCCSc1nsc(NC(=O)CCC)n1
    5	-5	99	-8	-2	-6	-1.6	0	-5	-4
Cc1sc2nc(SCC(=O)Nc3ccccc3F)[nH]c(=O)c2c1C
    -4	-3	97	-1	10	-4	12*	0	-1	-2
COc1cccc(N2CCN(C(=O)c3ccc(N4C(=O)NC5CC4(C)Oc4ccccc45)cc3)CC2)c1 (centres undefined)
    1	8	99	-2	-3	x	-2.1	0	0	-1
CC1CN(C(=S)Nc2ccccc2)C(C)CN1C=O (centres undefined)
    4	-3	102	-6	0	-10	-1.9	1	0	5
Cc1noc(C)c1S(=O)(=O)N(C)CC(=O)Nc1ccc(F)cc1
    -1	1	102	-2	-4	x	-0.8	-2	-1	-1
CC(C)(C)CN1CCN(CC#Cc2ccccc2)CC1CCO (centres undefined)
    7	-3	100	3	-1	-20	-1.3	1	-1	14
Cc1csc(NC(=O)CCNC(=O)c2ccccc2Cl)n1
    -1	16	97	0	5	5	-4.0	11	-1	2
CCN(Cc1cc(=O)n2ccsc2n1)Cc1nc2cc(OC)c(OC)cc2c(=O)[nH]1
    -11	8	95	-5	2	-6	-0.3	2	2	9
CN(C)c1ccc(/C=N/NC(=O)c2nonc2N)cc1[N+](=O)[O-]
    -4	6	102	-3	-3	-4	-1.6	-3	0	-2
COc1ccc([N+](=O)[O-])cc1N(CC(=O)NCCCOC(C)C)S(C)(=O)=O
    0	5	93	-11	-1	-2	-0.5	-1	0	14
BrC(=C\c1ccccc1)/C=N/n1cnnc1
    3	-10	96	38*	-2	-4	-3.3	-1	12	17
COc1ccc(-n2c(SCC(=O)Nc3cc(C)on3)nc3c([nH]c4ccccc43)c2=O)cc1OC
    0	3	100	-4	6	-2	-2.5	6	-3	4
Cc1cc(NC(=O)CSc2nc(N)c(NC(=O)c3ccc(F)c(F)c3)c(=O)[nH]2)no1
    -1	6	97	-6	-3	-2	-1.9	-1	1	7
CC(=O)Nc1ccc(N/C(=N\S(=O)(=O)c2ccccc2)c2ccccc2)cc1
    -3	12	100	6	-4	x	-3.9	-14	-2	8
CCN(CC)c1ccc(/C=N/N2C(=O)c3ccccc3C2=O)cc1
    0	-3	98	-4	-6	-5	2.6	-4	1	9
NNC(=S)NC1CCCCCCCCCCC1
    -10	-5	98	-3	0	-7	-1.5	-5	-2	5
O=C(N/N=C/c1cn(-c2cccs2)nc1-c1ccccc1)c1ccccc1Cl
    0	15	96	-3	-8	-14	-1.6	1	-1	2
CCOC(=O)C1(Cc2cccc(OC)c2)CCN(Cc2cccnc2)CC1
    2	2	98	-5	-3	-3	0.9	-1	-2	12
CCc1nnc(N/N=C/c2ccc(O)c(OC)c2)n1N
    8	-3	104	-29	2	-3	1.4	2	2	8
CCCCSc1nnc([C@@H]2CCCN2C(=O)OC(C)(C)C)o1
    -4	2	103	-6	1	0	-0.2	-2	-1	7
Cc1cc(=O)nc2c3ccccc3n(CC(=O)NC(C)c3ccc4c(c3)OCCO4)n12 (centres undefined)
    0	2	105	-6	-13	-3	-0.4	4	-1	3
CCNC(=O)NC(=O)COc1ccccc1C#N
    -1	0	96	-3	5	x	-1.9	11	1	9
CC(C)COc1ccc(C(=O)OCC(=O)NCCC2=CCCCC2)cc1
    2	-15	97	2	10	-7	2.4	-5	-2	0

More results.
Results follow in this order: Granule exo inh	H9c2 protect	ABCB6 inh 2	ABHD5-PLIN5 inh	m5-HT2A agonist	CaV13 FRET inh	MC4R barr agon	PDI inh	Glyco luc inh	MC4R antag cAMP
CN1CC(=O)N(CC(=O)Nc2ccc3c(c2)CCC3)C1=O
    0	-4	97	-1	-3	-2	-1.4	16	3	4
C/C(CC(=O)Nc1ccc(F)cc1)=N\NC(=O)COc1ccccc1
    12	0	97	-13	-3	-5	1.1	-5	1	2
Cc1cccc(COC[C@H](Cc2ccccc2)N2CCN(C(=O)c3ccc(Cl)c(Cl)c3)CCC2=O)c1
    6	x	97	1	-3	-7	x	x	x	x
COc1ccc2nc(-c3ccc(F)cc3)sc2c1
    -6	-11	101	-2	-7	-6	-0.7	-4	-19	-5
CCC(C)C(=O)Nc1ccccc1N1CCN(c2ccc(F)cc2)CC1 (centres undefined)
    -2	3	98	-3	-6	-1	2.0	2	-3	14
COc1ccc(NC(=O)c2ccc(NCCCN3CCOCC3)c([N+](=O)[O-])c2)cc1
    -1	30	92	9	-3	-4	-1.8	2	-7	-18
CCN(CC)Cc1c(-c2ccccc2)[nH]c2ccc(C)cc2c1=O
    2	3	98	-8	-3	-5	-0.5	-9	3	-2
O=C(COc1ccc(S(=O)(=O)N2CCCCC2)cc1)NCC1CCCO1 (centres undefined)
    -1	-4	99	2	2	-5	-3.4	0	-1	9
COc1cc(/C=C/C(=O)O)ccc1O
    -5	1	97	4	0	x	-0.3	x	1	2
CCc1ccccc1N1C(=O)C(Cl)=C(N2CCOCC2)C1=O
    3	3	100	-7	1	-3	0.2	-5	0	7
O=c1cc(NCc2ccccc2)[nH]c(=O)[nH]1
    0	-6	103	-3	-4	5	0.4	8	3	6
NC(=O)c1cc(N)ccc1N1CCCC1
    3	-4	87	-25	2	-5	-0.4	-2	0	4
O=C(Nc1cccn(Cc2c(Cl)cccc2Cl)c1=O)c1ccccc1Cl
    6	-8	104	-1	-1	-5	1.3	0	-5	5
Cc1ccc(-c2c(C(=O)c3ccc(Br)cc3)[nH]c(N)c2C(=O)NCc2ccc(Cl)cc2)cc1
    -6	x	100	-1	-2	-5	x	x	x	x
CC1SC(c2ccc(Cl)cc2)NC1=O (centres undefined)
    -1	3	99	4	2	-4	-0.1	5	1	13
Cc1cc2cc(OCc3ccccc3)ccc2n1C
    -5	-11	94	-2	1	1	2.5	-3	-8	7
Cc1cccc(N=CC=C2OC(C)(C)C(C)(C)O2)c1
    -1	-1	85	0	-1	-5	1.7	16	1	2
Cc1ccc(NC2(C#N)C(=O)Nc3ccccc32)cc1 (centres undefined)
    -5	-8	98	-1	-5	-5	-1.9	7	1	-4
Cc1ccc(S(=O)(=O)N(CCO)Cc2cc3ccc(C)c(C)c3[nH]c2=O)cc1
    3	-3	99	5	-1	-3	-0.5	7	-1	8
CCCN1CCN(c2nc(-c3cccs3)nc3ccccc23)CC1
    2	9	98	-1	-7	-5	3.6	10	-7	16
COCOCCn1cc(CN2CCS(=O)(=O)N(Cc3ccc(-c4ccc(OC)nc4)cc3)C(C)C2=O)nn1 (centres undefined)
    13	-3	95	-8	0	-7	-2.1	1	-1	6
CC12CCC(=O)N1C(C(=O)Nc1nc(-c3ccccc3)cs1)CS2 (centres undefined)
    -5	12	98	-12	-1	-6	-1.8	-4	-3	-6
O=C(NCc1ccccc1Cl)c1ccc(CS(=O)(=O)c2ccccc2)o1
    -8	-2	94	9	1	-2	-1.1	-6	-2	-1
Cc1ccc(NC(=S)NN2CCN(C)CC2)c(C)c1
    1	-6	95	0	0	-20	-1.9	1	1	0
O=c1cnn(Cc2ccc(Cl)c(Cl)c2)c2ccccc12
    5	0	91	2	-3	-3	-1.9	17	-3	-6
COc1ccccc1/C=C/C(=O)OCC(=O)NC1CCCCCCC1
    -3	-3	94	2	-5	-6	-1.3	7	-2	7
O=C(N/N=C/c1cccc(O)c1)c1ccc(COc2cccc3cccnc23)cc1
    0	-1	97	0	0	-1	0.8	29	0	-3
O=C(Nc1ccc(F)cc1)c1cc2cc(Cl)ccc2[nH]1
    2	2	98	0	-4	-18	0.8	6	2	9
COc1ccc(N(CCC#N)S(=O)(=O)c2cccc3nsnc23)cc1
    -2	4	100	-2	-3	-18	-0.9	1	-2	-8
C=CCn1c(SCC(=O)NC2CC2)nnc1-c1cccs1
    -5	2	95	-4	-3	x	-3.7	9	1	-3
